# FBW7 activator – human FBW7 E3 ligase activation, primary screen; Q969H0; AlphaScreen FBW7–phospho-cyclin E peptide binding, activator screen; normalized activity (activation), % at 26.1 µM; 0.13% of 650,000 active; in the data active = normalized activity above about 1.9%;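 note: purified mutant Fbw7 with reduced substrate affinity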
# Target sequence (Q969H0 whole entry, looked up): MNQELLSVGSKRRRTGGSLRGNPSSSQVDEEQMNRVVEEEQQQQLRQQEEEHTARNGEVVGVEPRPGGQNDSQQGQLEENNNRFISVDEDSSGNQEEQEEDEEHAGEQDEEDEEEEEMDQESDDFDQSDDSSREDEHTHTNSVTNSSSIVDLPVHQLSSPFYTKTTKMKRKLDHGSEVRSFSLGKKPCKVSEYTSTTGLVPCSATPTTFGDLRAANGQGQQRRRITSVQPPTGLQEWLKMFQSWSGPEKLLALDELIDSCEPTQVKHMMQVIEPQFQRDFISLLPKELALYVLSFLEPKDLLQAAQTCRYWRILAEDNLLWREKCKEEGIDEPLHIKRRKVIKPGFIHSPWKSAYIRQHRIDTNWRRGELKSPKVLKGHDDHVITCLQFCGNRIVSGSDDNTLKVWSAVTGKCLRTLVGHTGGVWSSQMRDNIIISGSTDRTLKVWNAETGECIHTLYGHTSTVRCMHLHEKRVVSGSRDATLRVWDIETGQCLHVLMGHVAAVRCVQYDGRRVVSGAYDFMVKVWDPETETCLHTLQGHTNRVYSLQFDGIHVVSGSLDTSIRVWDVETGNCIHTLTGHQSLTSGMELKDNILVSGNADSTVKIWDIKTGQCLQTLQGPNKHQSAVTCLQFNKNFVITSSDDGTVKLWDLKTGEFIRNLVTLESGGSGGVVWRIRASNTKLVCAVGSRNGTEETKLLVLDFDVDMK
# GPR151 ag – activators of human GPR151; PathHunter beta-arrestin GPR151 cells, luminescence; Q8TDV0; AID 1508602; activation, % at 11.2 µM; 1% of 650,000 active; in the data active = activation above about 4.9%;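 note: 0% = median of compound wells and 100% = cells with positive control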
# TEAD-YAP block – TEAD-YAP interaction inhibition. AID 1259422. HEK-TIYL cells, TEAD-Gal4/YAP UAS-luciferase luminescence. 1.4% of 640,000 active. inhibition, % at 9.12 µM; in the data active = inhibition above about 32%;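 note: 0% = median of test compound wells and 100% = reference inhibitor wells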
# MITF inh – blocks human microphthalmia-associated transcription factor; 0.91% of 650,000 active; inhibition, % at 2.6 µM; AlphaScreen MITF homodimerization, bead proximity signal; O75030; in the data active = inhibition above about 50%;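 note: 0% = vehicle wells with protein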
# Starred values were filed as active, the others as inactive.
Compound,FBW7 activator,GPR151 ag,TEAD-YAP block,MITF inh
O=c1oc2c(CN3CCN(CCO)CC3)c(O)ccc2cc1-c1ccc(Cl)cc1,0.9,0.1,9,-11
O=C1CC2(CCN(C(=O)COc3ccc4ccccc4c3)CC2)Oc2ccccc21,0.5,1.4,-2,-2
COc1ccccc1NC(=O)CSc1nnc(NC(=O)CCc2ccccc2)s1,-0.1,-1.2,6,14
Cc1ccccc1C(=O)Nc1nnc(SCC(=O)NCc2ccco2)s1,0.1,-3.4,-21,14
O=C(NC1CC1)c1cccc(Cl)n1,0.3,-1.7,7,21
COc1ccc(NC(=S)NNC(=O)C(C)Oc2ccc(F)cc2F)cc1OC (stereo not drawn),0.0,-0.9,0,19
CN(C)S(=O)(=O)c1cccc(C(=O)N=C2N=C3C=CC=CN3Cc3ccccc32)c1,0.0,-3.9,-36,-2
Cc1cccc(N(Cc2ccc(C#N)cc2)C2=NC3CS(=O)(=O)CC3S2)c1 (stereo not drawn),-0.3,-0.4,2,-9
O=c1[nH]c(CN2CCN(c3ccccc3)CC2)nc2ccccc12,0.0,-0.2,-7,23
COc1ccccc1/C=C1/C(=O)NC(=O)N(c2ccccc2F)C1=O,-0.1,-0.7,-9,-29
COc1ccc(Oc2nc3c(c(=O)n(C)c(=O)n3C)n2Cc2ccc(Cl)cc2Cl)cc1,0.8,1.2,-15,-9
O=C(c1cc2ccccc2oc1=O)N1CCSC1c1ccc2c3c(cccc13)CC2 (stereo not drawn),-0.1,-0.7,5,-14
CC1CC(C)CN(S(=O)(=O)c2ccc(F)c(C(=O)Nc3ccccc3Cl)c2)C1 (stereo not drawn),0.0,3.4,6,6
CCOc1ccccc1C1C(C(=O)OC)=CN(Cc2ccc(OC)cc2)C=C1C(=O)OC,0.9,0.3,-6,-26
CC(=O)N1CCc2c(sc3c2c(=O)n(-c2cccc(Cl)c2)c(=O)n3C)C1,0.1,-0.3,-1,6
Cc1ccccc1-n1nc2c(c1NC(=O)c1ccc(F)cc1)CS(=O)(=O)C2,-0.1,0.2,-12,3
CCOC(=O)C1(CCc2ccccc2)CCN(C(=O)CSc2ncccn2)CC1,0.5,5.6*,-7,5
COC(=O)c1ccc(C(=O)NCCc2c(C)[nH]c3c(C)ccc(F)c23)cc1,0.0,-1.6,-8,5
Fc1cnc(Nc2ccc(CN3CCCCC3)cc2)nc1-c1cc(N2CCOCC2)cc(C(F)(F)F)c1,0.1,2.3,42*,15
COc1ccc(Cn2c(SCC(N)=O)nc3c(sc4ccccc43)c2=O)cc1,-0.2,-1.6,2,1
Cc1ccc(NC(=O)CSc2nnnn2C)c(C)c1,0.4,0.9,14,12
Cc1cc(-c2ccc(/C=C3\SC(=Nc4ccccc4Cl)NC3=O)o2)ccc1[N+](=O)[O-],-0.1,-0.4,5,7
CC(C)C(=O)NCCn1nc(-c2ccco2)ccc1=O,-0.1,0.3,0,-5
Cn1nnnc1NC(=O)c1ccccc1Cl,-0.5,0.7,-8,8
C=CCNCCOCCOc1ccccc1C(C)CC (stereo not drawn),0.1,4.6,7,31

# Seven of the compounds above, with values under each structure:
# The line under a structure holds: FBW7 activator | GPR151 ag | TEAD-YAP block | MITF inh
CC(=O)N1CCc2c(sc3c2c(=O)n(-c2cccc(Cl)c2)c(=O)n3C)C1
 : 0.1 | -0.3 | -1 | 6
COC(=O)c1ccc(C(=O)NCCc2c(C)[nH]c3c(C)ccc(F)c23)cc1
 : 0.0 | -1.6 | -8 | 5
COc1ccc(NC(=S)NNC(=O)C(C)Oc2ccc(F)cc2F)cc1OC (stereo not drawn)
 : 0.0 | -0.9 | 0 | 19
C=CCNCCOCCOc1ccccc1C(C)CC (stereo not drawn)
 : 0.1 | 4.6 | 7 | 31
CC1CC(C)CN(S(=O)(=O)c2ccc(F)c(C(=O)Nc3ccccc3Cl)c2)C1 (stereo not drawn)
 : 0.0 | 3.4 | 6 | 6
COc1ccccc1/C=C1/C(=O)NC(=O)N(c2ccccc2F)C1=O
 : -0.1 | -0.7 | -9 | -29
CC(C)C(=O)NCCn1nc(-c2ccco2)ccc1=O
 : -0.1 | 0.3 | 0 | -5

# Carrying on.
Compound,FBW7 activator,GPR151 ag,TEAD-YAP block,MITF inh
O=[N+]([O-])c1ccc(OCCN2CCNCC2)cc1,-0.1,-1.1,7,32
COc1ccc(N2CCN(c3ncnc4sc(C(=O)Nc5ccc(C)cc5Br)c(C)c34)CC2)cc1,0.1,0.3,-35,13
Cc1ccc(CN2CCNC(=O)C2CC(=O)N2CCCCC2)cc1 (stereo not drawn),0.1,1.4,-10,1
CCOc1ccccc1NC(=O)C1(c2cccs2)CCOCC1,0.3,1.0,-15,-14
COc1ccc(C(=O)NCc2ccc(C(=O)NCC3CCCO3)cc2)cc1OC (stereo not drawn),-0.3,0.7,0,5
Cc1ccccc1-n1nc2c(c1NC(=O)/C=C\c1ccccc1)CS(=O)(=O)C2,-0.1,0.3,-4,-1
O=C(C1CC2C=CC1C2)N1CCN(c2ccccc2)CC1 (stereo not drawn),0.1,0.0,5,16
CC1CCN(C(=O)COC(=O)c2cccc(Br)c2)CC1,0.0,1.7,3,11
O=C(COc1ccc(Cl)cc1)NNC(=O)c1ccc([N+](=O)[O-])cc1[N+](=O)[O-],-0.1,-1.2,-4,6
Cc1c(C#N)c2ccccn2c1C(=O)c1cc([N+](=O)[O-])cc([N+](=O)[O-])c1,0.1,0.4,-1,12
Cc1cc(N2CCCC2)nc(-n2nc(C)cc2C)n1,-0.5,0.6,28,-7
Cc1ccc(C(=O)Nc2ccc(C(N)=O)cc2)cc1[N+](=O)[O-],0.3,1.4,-19,10
CC(C)OC(=O)COc1ccc2c(-c3ccccc3)cc(=O)oc2c1,0.0,0.3,6,6
CCOC(=O)C(=O)Nc1sc(C(=O)Nc2ccc(OCC)cc2)c(C)c1C(=O)OC,-0.3,2.8,2,10
Cc1cccc(-n2ncc3c(Nc4cccc(C)c4C)ncnc32)c1,-0.1,0.0,42*,-5
O=C(Nc1ccc2c(c1)C(=O)NC2=O)c1cccc(Cl)c1,0.1,-1.9,6,7
N/C(=N\OS(=O)(=O)c1ccc2ccccc2c1)c1ccncc1,0.1,0.2,3,10
COc1ccc2[nH]cc(CCNC(=O)CCCl)c2c1,0.3,-0.7,6,11
Cc1csc(NC(=O)C(CC(C)C)NS(=O)(=O)c2ccc3c(c2)oc(=O)n3C)n1 (stereo not drawn),0.4,0.3,-18,13
CC(=O)c1cccc(-c2nc(Nc3ccccc3)c3ncn(C(C)C)c3n2)c1,-0.1,-0.8,2,-7
CN(C)C/C=C/C(O)(c1ccccc1)c1ccccc1,0.1,0.4,2,7
CCOc1cc(-c2nc3sc4c(c3c(=O)[nH]2)CCCC4)cc(Br)c1OCCOc1ccc(C)cc1,-0.1,-1.3,-2,16
Cc1ccc(-c2c(C(=O)Nc3cccc(-c4nc5ncccc5o4)c3C)oc(=O)c3ccccc23)cc1,0.0,1.1,10,10
CC(C(=O)Nc1ccc(S(=O)(=O)N2CCCC2)cc1)N1CCN(c2ccccc2)CC1 (stereo not drawn),0.0,0.3,12,0
CC(=O)Nc1ccc(S(=O)(=O)NC(CC(=O)NCCCN2CCOCC2)C(C)C)cc1 (stereo not drawn),0.0,1.8,-2,-2

# Two entries picked at random from those above:
Compound,FBW7 activator,GPR151 ag,TEAD-YAP block,MITF inh
CC(=O)Nc1ccc(S(=O)(=O)NC(CC(=O)NCCCN2CCOCC2)C(C)C)cc1 (stereo not drawn),0.0,1.8,-2,-2
O=C(COc1ccc(Cl)cc1)NNC(=O)c1ccc([N+](=O)[O-])cc1[N+](=O)[O-],-0.1,-1.2,-4,6

# Another view of some results above:
CCOC(=O)C(=O)Nc1sc(C(=O)Nc2ccc(OCC)cc2)c(C)c1C(=O)OC
- FBW7 activator: -0.3
- GPR151 ag: 2.8
- TEAD-YAP block: 2
- MITF inh: 10
COc1ccc2[nH]cc(CCNC(=O)CCCl)c2c1
- FBW7 activator: 0.3
- GPR151 ag: -0.7
- TEAD-YAP block: 6
- MITF inh: 11
CC(C)OC(=O)COc1ccc2c(-c3ccccc3)cc(=O)oc2c1
- FBW7 activator: 0.0
- GPR151 ag: 0.3
- TEAD-YAP block: 6
- MITF inh: 6
CC1CCN(C(=O)COC(=O)c2cccc(Br)c2)CC1
- FBW7 activator: 0.0
- GPR151 ag: 1.7
- TEAD-YAP block: 3
- MITF inh: 11

# Compound profiles (already shown):
# O=C(NC1CC1)c1cccc(Cl)n1 as listed: FBW7 activator: 0.3; GPR151 ag: -1.7; TEAD-YAP block: 7; MITF inh: 21
# COc1ccc(Oc2nc3c(c(=O)n(C)c(=O)n3C)n2Cc2ccc(Cl)cc2Cl)cc1 as listed: FBW7 activator: 0.8; GPR151 ag: 1.2; TEAD-YAP block: -15; MITF inh: -9

# (continued)
Compound,FBW7 activator,GPR151 ag,TEAD-YAP block,MITF inh
COc1ccc(N)cc1S(=O)(=O)Nc1ccc(Br)cc1,0.0,0.5,-4,4
COc1ccc(CCNC(=O)c2ccc(-c3ccc(C(=O)NC4CC4)cc3)s2)cc1,0.2,-2.1,3,5
COc1cccc(N2C(=O)CN(C(=O)c3cc(C)nc4ccc(C)cc34)CC2C)c1 (stereo not drawn),0.0,-1.1,4,3
CC(=O)Nc1ccc(-n2c(/C=C/c3ccc(OCc4ccc(Cl)c(Cl)c4)cc3)nc3ccccc3c2=O)cc1,0.0,0.5,-4,-1
NC(=O)COC(=O)c1cccnc1Nc1cccc(C(F)(F)F)c1,-0.2,1.5,-4,4
COc1ccccc1C(=O)COC(=O)Cn1nnc2ccccc21,0.0,-0.6,3,14
Cc1ncc(CN2CCN(Cc3ccc(F)c(F)c3)C(CCO)C2)s1 (stereo not drawn),-0.1,-1.1,-4,0
C=CCc1cccc2cc(C(=O)Nc3ccc(OCC)cc3)c(=O)oc12,0.0,0.2,-4,-6
O=C(NCc1ccco1)c1cc(S(=O)(=O)N2CCc3ccccc32)ccc1F,0.9,1.6,7,8
O=C1NC(c2ccccc2)(C(F)(F)F)SC2=NCCCN12 (stereo not drawn),0.1,-0.2,8,16
Cc1oc(C(=O)Nc2ccccc2)cc1CSc1ccccc1C(=O)Nc1ccccc1,-0.1,-1.8,-2,1
CCOC(=O)C1=C(C)N=c2s/c(=C\c3ccccc3OCc3ccc(Cl)cc3Cl)c(=O)n2C1c1ccc2c(c1)OCO2 (stereo not drawn),0.1,0.0,6,7
CC1CCCC(C)N1C(=O)COC(=O)c1cnc(Cl)c(Cl)c1 (stereo not drawn),0.8,-1.6,7,2
Cc1ncc([N+](=O)[O-])n1CC(=O)NCc1ccco1,0.3,-0.2,4,16
CCc1cccc(-n2c(N3CCOCC3)n[nH]c2=S)c1,0.5,0.8,-1,20
COc1ccc(C(=O)N/C(=C/c2cccc([N+](=O)[O-])c2)C(=O)Nc2ccc(F)cc2)c(Cl)c1,0.1,-0.9,0,14
C=CCOc1ccc(C2C(C(=O)OCC)=C(C)N=c3s/c(=C\c4ccc(C(=O)O)cc4)c(=O)n32)cc1 (stereo not drawn),0.1,0.4,-1,-2
CC1(C)CC(=O)C2=C(C1)N(c1sc3c(c1C#N)CCCCC3)C(N)=C(C#N)C2c1cccc([N+](=O)[O-])c1 (stereo not drawn),0.0,1.0,-4,-12
CC(C)NCCOc1cccc(Br)c1,-0.1,0.4,16,27
CCC(=O)Nc1sc2c(c1C(=O)Nc1cccc(C)c1)CCC(C(C)(C)C)C2 (stereo not drawn),-0.1,0.6,2,-13
COc1ccc(C2NC(=O)c3c(sc4c3CCN(C)C4)N2)cc1OC (stereo not drawn),0.0,-0.9,6,-11
O=C(CN1CCCCCC1)N/N=C/c1ccc(F)c(F)c1,0.0,2.0,-7,-1
CN1CCN(c2ccc(-c3cncc(C(=O)NCc4ccccc4)c3)cc2)CC1,0.0,-0.6,-1,9
Cc1cc(OCC(=O)Nc2nccs2)ccc1C(C)C,0.0,-0.6,61*,-4
Cc1c(CC(=O)N2CCCC2)c(=O)oc2cc(O)ccc12,-0.1,1.9,1,-3
Oc1ccc(Cl)cc1C1CC(c2ccc(Br)cc2)=NC(c2ccc(Cl)cc2)N1 (stereo not drawn),-0.1,-1.1,4,2
O=c1c2ccccc2c(C=Nc2ccccc2Cl)c(O)n1-c1nccs1,-0.4,-0.8,14,-1
Cc1cc(C)n(CCCNC(=O)Cn2nnnc2CN2CCCCCC2)n1,0.1,2.2,-4,18
Cc1cc(/C=C(\C#N)C(=O)NCC2CCCO2)c(C)n1-c1ccc(Cl)cc1 (stereo not drawn),0.4,1.2,-61,8
